# Lipid storage S3 = qHTS Assay for Lipid Storage Modulators in Drosophila S3 Cells; hit rate 0.64% among 320,000; Drosophila S3 cells, BODIPY lipid droplet fluorescence, 18-24 h; cells fed with added oleic acid; AID 2685; Potency in µM for hits, for the others lipid storage change, negative = inhibition, % at the top dose, mostly 46.1 µM; active = well fitted inhibition curve with a large enough effect in the signal ratio, with a control signal flat, not every such curve was filed as active; inconclusive = small, poorly fitted or top-dose-only effect, or effect the other way, or a change in a side signal; the % refers to the signal ratio
#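 Drosophila S3 cells loaded with oleic acid (400 uM, as added) and compounds at several concentrations; lipid droplets imaged by 488-nm laser-scanning cytometry, 500–530 nm intensity and object ratio to cell channel. Percent activity normalized to 20 uM Triacsin C.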
# Lipid storage S3 cell count max = also measured in Lipid storage S3; calls as there; cell number change, %; measured here: cell count max response;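 cells counted by Cell Tracker Red CMTPX staining in the red channel; peak over a dose series mostly up to 46.1 µM; percent activity relative to internal control wells on each plate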
# Starred values were filed as active, the others as inactive; i = inactive; ? = inconclusive; nt = not tested or not shown; & = joins results of further samples; [ ] = dose if it differs, or a comment. % is set by controls: 0 for no effect and ±100 for the full control effect; potency is the fitted concentration of half-maximal effect. Only part of the results is shown; rates above refer to the full screens.
SMILES,Lipid storage S3,Lipid storage S3 cell count max
CCn1cc(C(=O)Nc2ccccc2C(=O)OC)c(=O)c2ccc(C)nc21,?,nt
CCN(CC)S(=O)(=O)c1cccc(S(=O)(=O)c2cccc(S(=O)(=O)N(CC)CC)c2)c1,12%,1
O=c1ccn(-c2cccc(C(F)(F)F)c2)nc1-c1ccn(-c2ccccc2)n1,i,nt
COc1cc(OC)cc(C(=O)N[C@H](C(=O)NCc2ccccc2)C(C)C)c1,i,nt
CCC(=O)N1CCc2cc(S(=O)(=O)CCC(=O)NCCc3ccc(OC)c(OC)c3)ccc21,i,nt
CCN(CC)c1ccc(/C=N/NC(=O)OC(C)(C)C)cc1,-1%,2
O=C(COC(=O)c1cc(=O)[nH]c2ccccc12)Nc1cccc(S(=O)(=O)N2CCOCC2)c1,3%,-12
COc1ccc(OC)c(S(=O)(=O)N2CCN(C(=O)NC3CCCCC3)CC2)c1,?,nt
O=C(c1ccc(Br)cc1)N1CCCC(c2nc(-c3cccs3)no2)C1 (configuration not stated),-4%,15
CC(C)c1ccc(NC(=O)c2cccc(NC3=NC4CS(=O)(=O)CC4S3)c2)cc1 (configuration not stated),?,nt
CCOC(=O)c1cc(-c2ccc(N3CCOCC3)cc2)nn1-c1ccccc1,12%,4
Cc1ccc(NC(=O)CCN2CCc3ccccc3C2)cc1,i,nt
COc1ccc(CCn2c(N)c(C#N)c3nc4ccccc4nc32)cc1OC,?,nt
CCN(CC)CCNC(=O)c1cccc(NC(=O)C(=O)c2cc(Br)ccc2NC(C)=O)c1,?,nt
CC(OC(=O)c1ccc(F)cc1)C(=O)Nc1nc(-c2cccc([N+](=O)[O-])c2)cs1 (configuration not stated),15%,-7
O=C1NC(c2ccc(Br)cc2)=N/C1=C/c1ccco1,-7%,-14
COC(=O)Cn1c(-c2ccc(OC)cc2)c(-c2ccc(OC)cc2)nnc1=O,?,nt
O=[N+]([O-])c1cccc(NC(=S)N2CCN(c3ccccn3)CC2)c1,?,nt
O=C(N/N=C\c1c[nH]c2ccccc12)c1ccc(O)cc1,-8%,-1
Cc1ccc(C(C)C)c(OCCCn2ccnc2C)c1,?,nt
Cc1ccc(NC(=O)COc2coc(CN3CCc4ccccc43)cc2=O)c(C)c1,-16%[0.0737 µM],nt
COC(=O)c1ccc(COc2ccccc2/C=C(\C#N)C(=O)Nc2ccc(C)cc2C)cc1,?,nt
CC(=O)c1ccc(Oc2ccc(C(C)=O)cc2)cc1,-16%,9
CCCn1c(N)c(N(CCOC)C(=O)C2CCCC2)c(=O)[nH]c1=O,24%,8
Cc1ccc(S(=O)(=O)CCC(=O)N(Cc2nnc(-c3ccc(Cl)cc3)o2)C2CC2)cc1,?,nt
COc1ccc(OC)c(-c2csc(NC(=O)COC(=O)c3ccc(NC(=O)CC#N)cc3)n2)c1,?,nt
CCOC(=O)CC(NS(=O)(=O)c1ccc(NC(C)=O)cc1)c1ccc(OCC)cc1 (configuration not stated),3%,-6
O=C(NNC(=O)c1cc2ccccc2oc1=O)c1ccccc1,i,3
CCOC(=O)c1cc2c(OC)ccc(OC)c2n1CC(=O)c1ccccc1,?,nt
Cc1cccc(N2C(=O)N3[C@H](c4ccc(Cl)cc4)[C@@H]4C(=O)N(C5CCCCC5)C(=O)[C@@H]4[C@]3(Cc3ccc(Cl)cc3)C2=O)c1,?,nt
NC(=O)Cc1ccc(C(=O)c2ccc(F)cc2)s1,?,nt
CN(C)S(=O)(=O)c1cccc(NC(=S)Nc2ccc3cn[nH]c3c2)c1,16%,3
Cc1cccc2sc(NC(=O)[C@@H]3CCCN3C(=O)c3cccs3)nc12,5%,1
Cc1ccc(S(=O)(=O)NCCN2CCNC2=O)cc1,0%,2
COc1ccc(CC(=O)Nc2ccccc2N2CCOCC2)cc1OC,?,nt
COC(=O)c1sc(C(F)(F)F)c(-c2ccccc2)c1S(=O)(=O)N1CCCC1,-13%,6

# Sorted by value in Lipid storage S3 cell count max (lowest first): three of the compounds above.
molecule	Lipid storage S3 cell count max
O=C(COC(=O)c1cc(=O)[nH]c2ccccc12)Nc1cccc(S(=O)(=O)N2CCOCC2)c1	-12
COC(=O)c1sc(C(F)(F)F)c(-c2ccccc2)c1S(=O)(=O)N1CCCC1	6
CC(=O)c1ccc(Oc2ccc(C(C)=O)cc2)cc1	9

# (cont.)
SMILES,Lipid storage S3,Lipid storage S3 cell count max
CCOc1ccccc1NC(=O)CSc1nnc(CNC(=O)c2cccs2)o1,?,nt
CC(=O)c1ccc(NC(=O)CN2CCC(C(=O)c3ccc4c(c3)OCCO4)CC2)cc1,?,nt
Cc1ccc(NC(=O)CN2C(=O)S/C(=C\C(=O)Nc3ccc(Cl)cc3)C2=O)cc1,?,nt
COC(=O)c1cc(COC(=O)CNC(=O)c2cccc(C)c2)oc1C,-9%,-5
O=C(CCC(=O)Nc1ccccc1)N/N=C/c1ccco1,1%,1
Cc1cc(C)n2nc(C(=O)NCc3ccco3)cc2n1,?,nt
CCCCNC(=O)/C(C#N)=C/c1ccc(C(=O)OC)cc1,-11%,-26
COc1cccc(NC(=O)CSc2c3c(nc4ccccc24)CCCC3)c1,i,2
COc1cccc(-c2cc(C(=O)N3CCN(c4ncccn4)CC3)c3ccccc3n2)c1,i,-9
Cc1nnc(SC(C)C(=O)Nc2ccc3c(c2)OCCO3)s1 (configuration not stated),21%,12
COc1cccc(N2C(=O)CC(N3CCC(c4nc5ccccc5[nH]4)CC3)C2=O)c1 (configuration not stated),?,nt
CCCC(=O)Nc1ccc(Cl)c(NC(=O)c2ccc(Br)o2)c1,?,nt
O=C(NCC(=O)N(c1cccnc1)C(C(=O)NC1CCCCC1)c1cccnc1)c1ccco1 (configuration not stated),6%,nt
COc1ccc(NS(=O)(=O)c2cccc(C(=O)NCC(c3ccco3)N3CCCC3)c2)cc1 (configuration not stated),17%,21
Cc1cc(C)c(C(=O)CSc2nc3ccccc3c(=O)[nH]2)cc1C,6%,13
COc1ccccc1/C=C\C(=O)NCC(=O)N/N=C(\C)Cc1ccccc1,?,nt
CCCCN(C)CCNC(=O)c1c[nH]c2ccc(S(=O)(=O)N(CC)CC)cc2c1=O,4%,-1
CCOc1ccc2nc(SCC(=O)Nc3ccc(S(=O)(=O)N4CCCC4)cc3)c(C)cc2c1,?,nt
COC(=O)Nc1ccc(S(=O)(=O)N2CCC(C(=O)NC3CCCCC3)CC2)cc1,-4%,13
O=C1CCC(=O)N1CC1CC2CCC1C2 (configuration not stated),?,nt
Cc1cccc(-c2nnc3sc(-c4ccccc4)nn23)c1,?,nt
COc1ccc(NC(=O)N2CCCc3cccc(C)c32)cc1,2%,0
C/C(=C\C(=O)c1ccc(Cl)cc1Cl)N(C)C,2%,-5
C=CCn1c(Cc2csc(N)n2)nnc1SCC(=O)OCC,?,nt
O=C(O)C1CCN(Cc2ccccn2)CC1,?,nt
CCC(=O)NC(=S)Nc1ccc(NC(=S)NC(=O)c2ccccc2)cc1,-1%,-13
Cc1oc(-c2cccs2)nc1CS(=O)CC(=O)NCCc1ccccc1 (configuration not stated),?,nt
C(=N\NCc1ccccc1)/c1ccc2ncccc2c1,1%,5
COc1cc(/C=N/NC(=O)c2ccncc2)ccc1O,-13%&-10%,-9&-23
CCCCN(C)S(=O)(=O)c1ccc(C(=O)N(CCN(C)C)c2nc3ccc(C)cc3s2)cc1,?,nt
CC(Oc1ccc(Br)cc1)C(=O)NC1CCN(Cc2ccccc2)CC1 (configuration not stated),24%,nt
Cc1cccc(CS(=O)(=O)c2ncc(Cl)c(C(=O)Nc3c(C)cccc3C)n2)c1,i,15
O=c1cc(Cl)[nH]c(=O)n1Cc1ccc(F)cc1,?,nt
COc1ccc(NC(=O)CCC(=O)N/N=C/c2cccnc2)cc1,i,1
O=C(NC1CCCCCC1)C1CCCN(c2ncccn2)C1 (configuration not stated),i,0
COC(=O)c1nc(NC(=S)NC(=O)c2cccs2)sc1C,?,nt
OC(CNCCCCNCC(O)C(F)(F)F)C(F)(F)F (configuration not stated),?,nt
Cc1nn(-c2ccccc2)c(C)c1/C=C/C(=O)OC(C)C(=O)Nc1ncc(Cl)cc1Cl (configuration not stated),?,nt
c1ccc2nc(N3CCN(Cc4ccc5c(c4)OCO5)CC3)cnc2c1,?,nt
CC(NC(=O)Cc1c(F)cccc1Cl)C1CCCO1 (configuration not stated),?,nt
Cc1ccsc1C(=O)NNC(=S)NC1CCCCC1,?,nt
O=c1oc2cc([N+](=O)[O-])ccc2nc1/C=C(O)/C=C/c1ccccc1,?,nt
O=C(CCC(=O)OCc1ccc([N+](=O)[O-])cc1)Nc1ccc(F)cc1,-14%,nt
CC(C)c1ccc(N2C=Nc3ccc(C(C)C)cc3C2)cc1,?,nt
O=C(c1ccc(Cl)c(S(=O)(=O)N2CCOCC2)c1)N1CCN(c2ccccc2)CC1,?,nt
COc1ccc(/C(C)=N/NC(=O)CCC(=O)Nc2ccc(Cl)cc2Cl)c(OC)c1,?,nt
O=C(/C=C/c1ccco1)NCCCN1CCN(CCCNC(=O)/C=C/c2ccco2)CC1,?,nt
COCCn1cnc2c1c(=O)n(CC(=O)OCC#N)c(=O)n2Cc1ccccc1,i,nt

# Retrieved one by one from above, four records:
SMILES,Lipid storage S3,Lipid storage S3 cell count max
O=c1oc2cc([N+](=O)[O-])ccc2nc1/C=C(O)/C=C/c1ccccc1,?,nt
COCCn1cnc2c1c(=O)n(CC(=O)OCC#N)c(=O)n2Cc1ccccc1,i,nt
O=C(CCC(=O)OCc1ccc([N+](=O)[O-])cc1)Nc1ccc(F)cc1,-14%,nt
CC(NC(=O)Cc1c(F)cccc1Cl)C1CCCO1 (configuration not stated),?,nt

# Some of these compounds in order of molar mass, descending.
SMILES,Lipid storage S3,Lipid storage S3 cell count max
O=C(c1ccc(Cl)c(S(=O)(=O)N2CCOCC2)c1)N1CCN(c2ccccc2)CC1,?,nt
COCCn1cnc2c1c(=O)n(CC(=O)OCC#N)c(=O)n2Cc1ccccc1,i,nt
c1ccc2nc(N3CCN(Cc4ccc5c(c4)OCO5)CC3)cnc2c1,?,nt
O=c1oc2cc([N+](=O)[O-])ccc2nc1/C=C(O)/C=C/c1ccccc1,?,nt

# (cont.)
SMILES,Lipid storage S3,Lipid storage S3 cell count max
C=CCNC(=O)COC(=O)c1cc(S(=O)(=O)N2CCCCC2)ccc1Cl,?,nt
Cc1cc(=O)[nH]c2ccc(S(=O)(=O)N3CCOCC3)cc12,-29%,11
CCOc1ccc(NS(=O)(=O)c2ccc(NC(=O)c3ccccn3)cc2)cc1,?,nt
[O-]/C(=C(\C(=S)Nc1cccc2ccccc12)[n+]1cccc(CO)c1)c1ccc(Cl)s1,18%,nt
CN1CCc2c(n(CC(O)CN(CCO)CCO)c3ccccc23)C1=O (configuration not stated),?,nt
c1ccc(CCc2nn3c(C4COc5ccccc5O4)nnc3s2)cc1 (configuration not stated),i,nt
CC(=O)N(c1ccc(C)cc1)S(=O)(=O)c1ccc(Cl)cc1,-22%[9.22 µM],-1
S=C1NCN(C2CCCCC2)CN1c1ccccc1,-6%,-9
Brc1ccc(C2=CC(c3cccs3)n3ncnc3N2)cc1 (configuration not stated),?,nt
CCOc1cc(C(c2c(C)[nH][nH]c2=O)c2c(C)[nH][nH]c2=O)cc(Cl)c1O,9%,5
CN1CCCCCC1C(=O)N1CCC(N2CCC(C(=O)N3CCOCC3)CC2)CC1 (configuration not stated),-14%,2
Cn1c(SCC(=O)N2CCCc3ccccc32)nnc1-c1ccco1,?,nt
CC(C)n1c(NCc2nc3ccccc3n2C)nc2ccccc21,-12%,-13
COC(=O)c1ccc(C(=O)N2CCCC(N3CCN(c4ccccc4)CC3)C2)nc1 (configuration not stated),?,nt
COCCCn1c(SCc2nnc(-c3ccc(OC)c(OC)c3)o2)nnc1-c1ccncc1,0%,4
COc1ccc([C@@H]2[C@@H](C(=O)C(C)(C)C)N3N=Cc4ccccc4[C@@H]3C23C(=O)OC(C)(C)OC3=O)cc1OC,?,nt
CCOc1ccc(/C=C/C(O)=C2/C(=O)N(C)C3(C)CC2c2ccccc2O3)cc1OC (configuration not stated),-5%,-19
CC(C)[C@H](NC(N)=O)C(=O)Nc1cccc(S(=O)(=O)NC2=NCCCCC2)c1,?,nt
CCOC(=O)N1CCN(C(=O)CSCC(=O)Nc2nc(-c3ccc(-c4ccccc4)cc3)cs2)CC1,?,nt
Cc1cc(NC(=O)CSc2nnc(-c3ccco3)n2CC2CCCO2)no1 (configuration not stated),?,nt
O=C(CSc1nc2nccnc2c(=O)n1Cc1cccs1)Nc1ccccc1F,?,nt
CC1(C)Cc2cccc(C(=O)Nc3ccc(Cl)cc3)c2O1,?,nt
Cc1ccc(Cl)cc1NC(=S)N(Cc1ccccc1)Cc1cccnc1,?,nt
N#CC(C#N)=C/C=C(\Nc1ccc(Cl)cc1)c1ccc(Cl)cc1,?,nt
O=C(O)CN1C(=O)C(=O)N(Cc2ccc(C(F)(F)F)cc2)C1=O,?,nt
O=S(=O)(/N=C(/NNS(=O)(=O)c1ccccc1)c1ccccc1)c1ccccc1,19%,-2
COc1cc(C(=S)N2CCOCC2)ccc1OC(=O)c1ccccc1,?,nt
COc1cccc(N2CCN(C(=O)c3cccc(NC4=NC5CS(=O)(=O)CC5S4)c3)CC2)c1 (configuration not stated),?,nt
CC(C)(C)OC(=O)N1CCC(CC2CC(c3ccccc3)=NO2)(C(=O)NCc2ccccc2)CC1 (configuration not stated),?,nt
Cc1cccc2c1NC(C)CC2C (configuration not stated),8%,-10
CCOc1cc(C(=S)N2CCCCC2)ccc1OS(=O)(=O)c1ccc(Cl)cc1,?,nt
Cc1sc(NC(=O)c2cccc([N+](=O)[O-])c2)c(C(N)=O)c1-c1ccc(C(C)(C)C)cc1,?,nt

# Assay outcomes (PubChem)
